# CHRM5 antagonist = human M5 muscarinic receptor antagonists, primary screen, CHO cells, Fluo-8 calcium fluorescence | inhibition, % at 3 µM | AID 624040, 2012 | CHO-hM5 cells, ACh EC80 | 360,000 compounds, 0.59% hits;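 active = inhibition above a per-plate cutoff, the mean of that plate's test compounds plus 3 SD, cut at about 27% in these data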;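 also: 0% = acetylcholine EC80 with DMSO and 100% = DMSO without agonist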
# CHRM1 antagonist = human M1 muscarinic receptor antagonists, primary screen, CHO-K1 cells, Fluo-8 calcium fluorescence, 1536-well; inhibition, % at 3 µM; CHO-K1 hM1, ACh EC80 antagonist; AID 588852, 2011; Muscarinic acetylcholine receptor M1 (Homo sapiens), P11229; 360,000 compounds, 1.3% hits;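 active = percent inhibition above its own plate's cutoff, namely the mean of that plate's compound wells plus 3 SD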;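 also: peak over basal fluorescence ratio during 140 s after agonist addition; 0% = ACh EC80 plus DMSO and 100% = DMSO alone without agonist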
# Target sequence (P11229 whole entry, looked up): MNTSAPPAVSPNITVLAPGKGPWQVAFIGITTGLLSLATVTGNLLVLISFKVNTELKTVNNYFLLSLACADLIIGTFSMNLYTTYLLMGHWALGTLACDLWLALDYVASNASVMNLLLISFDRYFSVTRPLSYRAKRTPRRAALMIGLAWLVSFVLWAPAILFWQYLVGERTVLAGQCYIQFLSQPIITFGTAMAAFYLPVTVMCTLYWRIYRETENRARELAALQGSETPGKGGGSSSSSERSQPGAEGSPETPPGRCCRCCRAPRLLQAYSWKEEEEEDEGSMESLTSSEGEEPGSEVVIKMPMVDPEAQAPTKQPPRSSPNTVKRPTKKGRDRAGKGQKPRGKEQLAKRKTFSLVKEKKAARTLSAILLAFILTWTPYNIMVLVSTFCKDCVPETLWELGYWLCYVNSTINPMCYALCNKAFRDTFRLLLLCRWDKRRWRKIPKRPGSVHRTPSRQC
# CHRM5 agonist = human M5 muscarinic receptor agonists, primary screen, CHO-K1 cells, Fluo-8 calcium fluorescence; CHO-K1 hM5 cells; 0% DMSO wells, 100% maximal acetylcholine response; activation, % at 3 µM; 360,000 compounds, 0.19% hits; AID 624037, 2012;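 active = activation above the run's mean over test compounds plus 3 SD, cut at about 23% in these data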;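 also: signal is peak over basal fluorescence ratio across the kinetic read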
# M4 PAM = human M4 muscarinic receptor positive allosteric modulators, primary screen, CHO-K1 cells, Fluo-8 calcium fluorescence. Muscarinic acetylcholine receptor M4 (Homo sapiens), P08173. CHO-K1 hM4/Gqi5, ACh EC20; 0% = ACh EC20, 100% = maximal ACh. activation, % at 3 µM. 360,000 compounds, 0.4% hits;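 active = activation above its plate's cutoff, the mean activation of sample wells plus 3 SD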; also: some results filed as inactive read as strong as hits
# Target sequence (P08173 whole entry, looked up): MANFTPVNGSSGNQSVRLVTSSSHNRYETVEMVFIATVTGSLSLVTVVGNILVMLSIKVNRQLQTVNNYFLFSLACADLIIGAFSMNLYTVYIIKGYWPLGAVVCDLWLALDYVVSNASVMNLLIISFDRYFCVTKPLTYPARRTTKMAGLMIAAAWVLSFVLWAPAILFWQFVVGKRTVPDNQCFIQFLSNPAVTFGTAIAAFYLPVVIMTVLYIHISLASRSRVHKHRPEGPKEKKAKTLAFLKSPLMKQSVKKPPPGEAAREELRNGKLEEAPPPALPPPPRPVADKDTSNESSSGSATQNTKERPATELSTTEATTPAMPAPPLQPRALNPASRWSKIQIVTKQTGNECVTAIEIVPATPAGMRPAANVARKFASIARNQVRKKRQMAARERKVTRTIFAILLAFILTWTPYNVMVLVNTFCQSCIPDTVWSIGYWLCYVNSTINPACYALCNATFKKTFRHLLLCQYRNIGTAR
# M1 PAM = human M1 muscarinic receptor positive allosteric modulators, primary screen, CHO-K1 cells, Fluo-8 calcium fluorescence, 1536-well | Muscarinic acetylcholine receptor M1 (Homo sapiens), P11229 | CHO-K1 hM1, ACh EC20; 0% = ACh EC20, 100% = maximal ACh | activation, % at 3 µM | 360,000 compounds, 0.088% hits; in the data active = activation above about 19%, passing the limit was not always enough
# M4 antag = human M4 muscarinic receptor antagonists, primary screen, CHO cells, Fluo-8 calcium fluorescence. Muscarinic acetylcholine receptor M4 (Homo sapiens), P08173. CHO-hM4 cells, ACh EC80. inhibition, % at 3 µM. 360,000 compounds, 0.73% hits. AID 624125, 2012;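 active = inhibition above its plate's cutoff, the mean inhibition of sample wells plus 3 SD, cut at about 27% in these data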;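 also: 0% = acetylcholine EC80 with DMSO and 100% = DMSO without agonist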
# M5 PAM = human M5 muscarinic receptor positive allosteric modulators, primary screen, CHO-K1 cells, Fluo-8 calcium fluorescence; Muscarinic acetylcholine receptor M5 (Homo sapiens), P08912; CHO-K1 hM5, ACh EC20 PAM; 0% = ACh EC20, 100% = ACh EC100; activation, % at 3 µM; 360,000 compounds, 0.3% hits;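 active = activation above the run cutoff, the mean activation of all test compounds plus 3 SD, cut at about 18% in these data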
#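 System: CHO-K1 hM5 cells. Reagent: acetylcholine, EC20 level. Compound dosing: single dose, 3 µM nominal final test concentration. Timing: Post-acetylcholine fluorescence recording 140 s. Detection: Fluo-8 calcium fluorescence. Read-out: % activation, ACh-normalized. Benchmarks: ACh EC20 and EC100 wells. Repeats: singlicate, one well per test compound.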
# CRFBP-R2 agonist = agonists of CRF-BP/CRF-R2 complex, primary screen, cell-based, HEK293, calcium dye fluorescence, uHTS. CRF-binding protein / CRF receptor 2 complex (human). calcium dye fluorescence (FLIPR); percent of saturating CRF peptide response. activation, % at 13.2 µM. 350,000 compounds, 0.46% hits;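 active = activation of at least 50%, plus an integration ratio under a set limit after plate pattern correction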;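 also: plate controls were neutral control wells without compound for no effect and CRF at EC100 for full effect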
# M4 ag = human M4 muscarinic receptor agonists, primary screen, CHO-K1 cells, Fluo-8 calcium fluorescence; Muscarinic acetylcholine receptor M4 (Homo sapiens), P08173; CHO-K1 hM4/Gqi5; vehicle 0%, full acetylcholine response 100%; activation, % at 3 µM; 360,000 compounds, 0.14% hits; AID 624127, 2012;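 active = activation above the run mean over all test wells plus 3 SD, cut at about 32% in these data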;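 also: peak over basal fluorescence ratio per well then scaled between controls; 0% = DMSO wells and 100% = acetylcholine at EC100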
# * = called active by the depositor; x = not tested or not shown.
SMILES,CHRM5 antagonist,CHRM1 antagonist,CHRM5 agonist,M4 PAM,M1 PAM,M4 antag,M5 PAM,CRFBP-R2 agonist,M4 ag
N#CCc1ccc(NC(=O)c2ccccc2C(=O)Nc2ccc(CC#N)cc2)cc1,2,-10,-4,-1,15,3,3,1.0,3
Cc1nc([N+](=O)[O-])cn1CC(=O)c1ccc(Br)cc1,10,2,1,4,3,-6,2,-1.4,1
COc1cc(/C=C/C(=O)O)cc(S(=O)(=O)Nc2ccc(F)cc2)c1OC,-4,-16,-2,17,5,-3,0,-1.4,1
O=C(Nc1ccc(Cl)cc1)Nc1nnc(SCc2ccccc2)s1,23,7,7,-10,-6,8,-15,11,12
CCCCOC(=O)Nc1ccc(N(C)C)cc1,9,0,-3,6,-1,-3,-5,-6.8,0
O=C(NCCc1csc(-c2cccnc2)n1)c1ccco1,0,-1,1,3,3,-7,-4,0.7,6
CSc1ccccc1OCc1cc(C(=O)N(Cc2nccn2C)C(C)C)no1,-6,9,-5,-4,-8,-4,5,-1.3,3
Cc1ccc(-n2c(SCC(=O)NCC3CCCO3)nnc2-c2ccoc2C)cc1 (centres undefined),0,-5,-5,8,3,6,1,-0.3,0
CC(=O)Nc1ccc(NC(=O)C2CCCN2C(=O)NCc2ccccc2)cc1 (centres undefined),4,3,-2,2,3,-8,1,-0.7,3
CCOc1ccc(C(=O)N2CCCC(c3nc(-c4ccc(C)o4)no3)C2)cc1 (centres undefined),7,10,-1,-4,-3,-2,-5,-0.9,2
CCOC(=O)CN(C(=O)CNC(=O)c1cccs1)C(C(=O)NC1CCCC1)c1cccnc1 (centres undefined),1,-1,-5,2,4,8,-2,-0.9,1
O=C(O)CCCN1C(=O)c2ccccc2Sc2ncccc21,16,-7,-1,-1,7,11,-4,-1.5,0
O=C(Nc1nnc(C2CC2)s1)c1ccc(S(=O)(=O)c2ccccc2)cc1,-10,-13,-1,25,10,11,17,0.5,2
COc1cccc(S(=O)(=O)NCc2ccc(C(=O)Nc3ccc(C)cc3)cc2)c1,4,-2,-2,-9,2,-8,-6,2.9,8
O=C(c1ccc(F)cc1)N1CCN(c2ccc([N+](=O)[O-])c(N3CCOCC3)c2)CC1,-1,-3,-2,13,-5,-1,-2,-1.7,1
CCN1C(=O)c2ccc(C(=O)Nc3nccs3)cc2C1=O,6,-21,0,-4,4,1,-3,0.6,1
O=P(c1ccccc1)(c1ccccc1)C(c1ccco1)N1CCOCC1 (centres undefined),-2,-2,-2,7,3,-4,-8,3.7,1
CCOc1cc(C(=O)Nc2c3c(nn2C(C)(C)C)CS(=O)C3)cc(OCC)c1OCC (centres undefined),-3,6,-3,-1,-1,-1,-9,-2.6,0
CC(C)C[C@H](NC(=O)c1cc2cc(Cl)ccc2n1C)C(=O)N1CCC(C(=O)O)CC1,16,-3,-3,-1,4,-3,1,8.4,1
CC(C)CC(C(=O)OCC(=O)Nc1cccc(Cl)c1)N1C(=O)C2CC=CCC2C1=O (centres undefined),10,5,1,-10,-2,3,-7,0.3,5
COc1ccc(OC)c(CNc2ccc3c(c2)CCC3)c1,17,2,-2,-1,0,-5,-6,1.1,1
COc1cc(NC(=O)c2cc(-c3ccccc3)nc3c2cnn3C(C)C)cc(OC)c1OC,5,-8,4,2,7,3,-1,1.0,0
CCOC(=O)N1CCN(C(=O)C2CCCN(c3ncnc4c3sc3cccc(F)c34)C2)CC1 (centres undefined),3,23,2,-2,-9,-4,1,-1.6,4
CN(Cc1ccccc1)C(=O)c1ccc(NC(=O)c2ccccc2)cc1,5,5,-1,-4,-3,4,-9,-2.9,2
O=C(COc1ccc(F)cc1Br)NCc1nnc2ccccn12,1,0,0,5,8,-12,-1,2.6,4

# 11 structures already listed, sorted by molar mass, rising:
SMILES,CHRM5 antagonist,CHRM1 antagonist,CHRM5 agonist,M4 PAM,M1 PAM,M4 antag,M5 PAM,CRFBP-R2 agonist,M4 ag
CCCCOC(=O)Nc1ccc(N(C)C)cc1,9,0,-3,6,-1,-3,-5,-6.8,0
O=C(O)CCCN1C(=O)c2ccccc2Sc2ncccc21,16,-7,-1,-1,7,11,-4,-1.5,0
CN(Cc1ccccc1)C(=O)c1ccc(NC(=O)c2ccccc2)cc1,5,5,-1,-4,-3,4,-9,-2.9,2
O=P(c1ccccc1)(c1ccccc1)C(c1ccco1)N1CCOCC1 (centres undefined),-2,-2,-2,7,3,-4,-8,3.7,1
CC(=O)Nc1ccc(NC(=O)C2CCCN2C(=O)NCc2ccccc2)cc1 (centres undefined),4,3,-2,2,3,-8,1,-0.7,3
CCOc1ccc(C(=O)N2CCCC(c3nc(-c4ccc(C)o4)no3)C2)cc1 (centres undefined),7,10,-1,-4,-3,-2,-5,-0.9,2
N#CCc1ccc(NC(=O)c2ccccc2C(=O)Nc2ccc(CC#N)cc2)cc1,2,-10,-4,-1,15,3,3,1.0,3
CSc1ccccc1OCc1cc(C(=O)N(Cc2nccn2C)C(C)C)no1,-6,9,-5,-4,-8,-4,5,-1.3,3
COc1cc(NC(=O)c2cc(-c3ccccc3)nc3c2cnn3C(C)C)cc(OC)c1OC,5,-8,4,2,7,3,-1,1.0,0
CCOc1cc(C(=O)Nc2c3c(nn2C(C)(C)C)CS(=O)C3)cc(OCC)c1OCC (centres undefined),-3,6,-3,-1,-1,-1,-9,-2.6,0
CCOC(=O)N1CCN(C(=O)C2CCCN(c3ncnc4c3sc3cccc(F)c34)C2)CC1 (centres undefined),3,23,2,-2,-9,-4,1,-1.6,4

# The results go on:
SMILES,CHRM5 antagonist,CHRM1 antagonist,CHRM5 agonist,M4 PAM,M1 PAM,M4 antag,M5 PAM,CRFBP-R2 agonist,M4 ag
CC(=O)Nc1ccc(OCC(O)CN2CCN(c3ccc(C)c(Cl)c3)CC2)cc1 (centres undefined),10,2,3,-6,-8,-12,-8,-0.5,11
CN(Cc1cccnc1)C(=O)CCCc1c[nH]c2ccccc12,-1,0,-4,-10,-7,7,0,-3.1,3
COc1ccc(-c2ccc(-c3noc(-c4ccccc4C)n3)c(OC)n2)cc1,2,-15,-1,3,8,-6,-1,9.4,0
CS(=O)(=O)N1CCN(C(=O)c2ccc3c(c2)OCCO3)CC1,11,-9,1,3,5,-3,1,-1.6,0
CC(=O)Nc1ccc(S(=O)(=O)NC2C3(C)CCC(C3)C2(C)C)cc1 (centres undefined),8,-3,8,-3,6,11,10,0.4,1
Cc1cc(/C=C(\C#N)C(=O)NCc2cccs2)c(C)n1-c1ccc([N+](=O)[O-])cc1,10,-9,-2,0,6,6,-3,0.8,0
Cc1cc(Cl)ccc1-c1nc(NC(C)C)nc2ccsc12,-5,-11,-3,-2,6,6,0,x,-1
CC(c1ccccc1)N1C(=O)CC(Sc2ncccc2C(=O)O)C1=O (centres undefined),1,3,2,13,0,-6,1,-1.3,0
CCN1CCN(c2ccc(NC(=O)c3cc(S(=O)(=O)N4CCCC4)ccc3Cl)cc2)CC1,14,28,-12,-9,-19,9,-41,1.9,2
COc1ccc(C(=O)Oc2cc(N)n(S(=O)(=O)c3ccc(C)cc3)n2)cc1,-4,0,-3,-1,-1,-4,0,5.5,3
O=C(NCc1cccnc1)c1cc(C2CCCCN2S(=O)(=O)Cc2ccccc2)on1 (centres undefined),4,-19,-2,-2,4,-6,-4,x,2
CCC(=O)N1CCCC1(C)C(=O)Nc1ccc(C)c(C)c1 (centres undefined),6,-9,1,-3,2,2,0,x,1
C/C(CCc1ccc2c(c1)OCO2)=N\NC(=O)c1ccc(C)cc1C,-1,-8,-2,12,17,-8,3,-5.8,0
O=C(CSc1n[nH]c(Cc2ccccc2)n1)Nc1ccccc1Br,-5,-10,-5,7,9,-40,4,1.5,3
O=C1C2C3c4ccccc4C(c4ccccc43)C2C(=O)N1c1cccnc1 (centres undefined),-5,-6,0,3,16,2,1,0.4,1
COCCNC(=O)C(C)Oc1ccccc1 (centres undefined),0,-5,-1,7,5,-6,-2,1.0,1
COC(=O)C1=NN(c2ccccc2)C2(S1)S/C(=C\c1ccccc1)C(=O)N2c1ccccc1 (centres undefined),-1,-3,2,-2,1,2,2,1.1,0
Cc1oc(-c2ccccc2F)nc1CS(=O)(=O)CC(=O)NC(C)CCc1ccccc1 (centres undefined),12,-14,3,-4,14,2,0,-0.6,7
COC(=O)c1sccc1NC(=O)c1cc2c(s1)CCCC2,-3,-16,0,3,8,-11,-8,19,-1
Cc1ccccc1NC(=O)c1cccc(C(=O)Nc2ccccc2C)n1,0,-5,0,-5,1,-1,-6,0.5,5
COc1ccccc1C(=O)N/C(=C\c1cn(C)c2ccccc12)C(=O)NCCCN1CCOCC1,-1,-14,-6,3,10,-4,4,0.0,2
Cc1cc(C)cc(NC(=O)COC(=O)[C@@H](NC(=O)c2ccco2)C(C)C)c1,-27,-10,2,4,8,-25,-1,-6.1,2
CCOc1cc(C2C(C#N)=C(N)OC3CCCC(=O)C32)ccc1OCCN1CCOCC1 (centres undefined),-2,-10,-2,5,2,9,2,1.1,0
O=C1c2cccnc2C(Nc2cccc(F)c2)N1Cc1ccco1 (centres undefined),10,-13,-2,0,12,-4,-8,0.9,2
O=C(NNC(=O)c1sccc1-n1cccc1)c1cccc(Cl)c1,-11,-11,-2,21,5,-4,2,-2.6,1
CCOc1ccccc1NC(=O)CCC(=O)Nc1ccc2nc(N3CCN(C)CC3)cc(C)c2c1,12,12,-7,9,-9,-6,-3,-4.3,5
Cc1cc(C(=O)N/N=C/c2c(C)nn(-c3ccccc3)c2Cl)n[nH]1,9,3,-1,-2,2,7,-3,-1.1,2
CCOc1cc(-c2c(C#N)c(N)nc3c2CCCC3C)ccc1O (centres undefined),1,-14,-4,0,6,6,-2,-0.6,-1
O=C(CCC(=O)Nc1ccccc1)NNC(=O)c1ccco1,3,-5,2,4,7,1,0,-4.3,2
Cc1ccc(Sc2ncccc2O)cc1,-13,-17,3,18,8,-11,11,-2.4,1

# Entries of single compounds as entered above:
# C/C(CCc1ccc2c(c1)OCO2)=N\NC(=O)c1ccc(C)cc1C reads CHRM5 antagonist: -1; CHRM1 antagonist: -8; CHRM5 agonist: -2; M4 PAM: 12; M1 PAM: 17; M4 antag: -8; M5 PAM: 3; CRFBP-R2 agonist: -5.8; M4 ag: 0
# COC(=O)C1=NN(c2ccccc2)C2(S1)S/C(=C\c1ccccc1)C(=O)N2c1ccccc1 (centres undefined) reads CHRM5 antagonist: -1; CHRM1 antagonist: -3; CHRM5 agonist: 2; M4 PAM: -2; M1 PAM: 1; M4 antag: 2; M5 PAM: 2; CRFBP-R2 agonist: 1.1; M4 ag: 0
